From PubChem
SARS 3CLpro inh = SARS-CoV 3CLpro protease inhibitors, primary screen, biochemical, quenched FRET. hit rate 0.14% among 290,000. recombinant SARS-CoV 3CLpro, quenched FRET peptide cleavage. AID 1706, 2009. Replicase polyprotein 1ab (Severe acute respiratory syndrome coronavirus), P0C6X7. inhibition, % at 6 µM; in the data active means inhibition above about 12%
Rv3671c inh = Rv3671c serine protease inhibitors, primary screen, biochemical, fluorescence polarization, M. tuberculosis H37Rv | inhibition, % at 5.96 µM | P9WHR9 | hit rate 0.048% among 320,000; in the data active means inhibition above about 38%;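 further: extracellular domain of Rv3671c used as enzyme; 0% = enzyme with DMSO and 100% = no enzyme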
Yp Topo-I inh = Yersinia pestis topoisomerase I inhibitors, primary screen, biochemical, cleavage product accumulation, plate reader, single point; hit rate 0.064% among 360,000; DNA topoisomerase I (Yersinia pestis CO92); Y. pestis Topo-I cleavage product accumulation; activity, % at 10 µM; in the data active means activity above about 50%, passing the limit was not always enough; inconclusive means no clear call, values can overlap the other calls; further: inactives centre near 2
Anthrax LF prot = Bacillus anthracis LF protease inhibitors, primary screen, biochemical, multiplex microsphere, MLPCN library | hit rate 0.12% among 360,000 | inhibition, % at 10 µM | Lethal factor (Bacillus anthracis), P15917 | multiplex microsphere protease cleavage assay; in the data active means inhibition above about 30%; inconclusive means no clear call, values can overlap the other calls; further: plate controls were buffer without enzyme for full effect and enzyme alone for no effect
TcdB GH inh = TcdB glycohydrolase inhibitors, primary screen, biochemical, single point, plate reader. TcdB glycohydrolase enzymatic assay. inhibition, % at 9.99 µM. hit rate 0.24% among 350,000; in the data active means inhibition above about 10%
Target sequence (P18177 whole entry, looked up): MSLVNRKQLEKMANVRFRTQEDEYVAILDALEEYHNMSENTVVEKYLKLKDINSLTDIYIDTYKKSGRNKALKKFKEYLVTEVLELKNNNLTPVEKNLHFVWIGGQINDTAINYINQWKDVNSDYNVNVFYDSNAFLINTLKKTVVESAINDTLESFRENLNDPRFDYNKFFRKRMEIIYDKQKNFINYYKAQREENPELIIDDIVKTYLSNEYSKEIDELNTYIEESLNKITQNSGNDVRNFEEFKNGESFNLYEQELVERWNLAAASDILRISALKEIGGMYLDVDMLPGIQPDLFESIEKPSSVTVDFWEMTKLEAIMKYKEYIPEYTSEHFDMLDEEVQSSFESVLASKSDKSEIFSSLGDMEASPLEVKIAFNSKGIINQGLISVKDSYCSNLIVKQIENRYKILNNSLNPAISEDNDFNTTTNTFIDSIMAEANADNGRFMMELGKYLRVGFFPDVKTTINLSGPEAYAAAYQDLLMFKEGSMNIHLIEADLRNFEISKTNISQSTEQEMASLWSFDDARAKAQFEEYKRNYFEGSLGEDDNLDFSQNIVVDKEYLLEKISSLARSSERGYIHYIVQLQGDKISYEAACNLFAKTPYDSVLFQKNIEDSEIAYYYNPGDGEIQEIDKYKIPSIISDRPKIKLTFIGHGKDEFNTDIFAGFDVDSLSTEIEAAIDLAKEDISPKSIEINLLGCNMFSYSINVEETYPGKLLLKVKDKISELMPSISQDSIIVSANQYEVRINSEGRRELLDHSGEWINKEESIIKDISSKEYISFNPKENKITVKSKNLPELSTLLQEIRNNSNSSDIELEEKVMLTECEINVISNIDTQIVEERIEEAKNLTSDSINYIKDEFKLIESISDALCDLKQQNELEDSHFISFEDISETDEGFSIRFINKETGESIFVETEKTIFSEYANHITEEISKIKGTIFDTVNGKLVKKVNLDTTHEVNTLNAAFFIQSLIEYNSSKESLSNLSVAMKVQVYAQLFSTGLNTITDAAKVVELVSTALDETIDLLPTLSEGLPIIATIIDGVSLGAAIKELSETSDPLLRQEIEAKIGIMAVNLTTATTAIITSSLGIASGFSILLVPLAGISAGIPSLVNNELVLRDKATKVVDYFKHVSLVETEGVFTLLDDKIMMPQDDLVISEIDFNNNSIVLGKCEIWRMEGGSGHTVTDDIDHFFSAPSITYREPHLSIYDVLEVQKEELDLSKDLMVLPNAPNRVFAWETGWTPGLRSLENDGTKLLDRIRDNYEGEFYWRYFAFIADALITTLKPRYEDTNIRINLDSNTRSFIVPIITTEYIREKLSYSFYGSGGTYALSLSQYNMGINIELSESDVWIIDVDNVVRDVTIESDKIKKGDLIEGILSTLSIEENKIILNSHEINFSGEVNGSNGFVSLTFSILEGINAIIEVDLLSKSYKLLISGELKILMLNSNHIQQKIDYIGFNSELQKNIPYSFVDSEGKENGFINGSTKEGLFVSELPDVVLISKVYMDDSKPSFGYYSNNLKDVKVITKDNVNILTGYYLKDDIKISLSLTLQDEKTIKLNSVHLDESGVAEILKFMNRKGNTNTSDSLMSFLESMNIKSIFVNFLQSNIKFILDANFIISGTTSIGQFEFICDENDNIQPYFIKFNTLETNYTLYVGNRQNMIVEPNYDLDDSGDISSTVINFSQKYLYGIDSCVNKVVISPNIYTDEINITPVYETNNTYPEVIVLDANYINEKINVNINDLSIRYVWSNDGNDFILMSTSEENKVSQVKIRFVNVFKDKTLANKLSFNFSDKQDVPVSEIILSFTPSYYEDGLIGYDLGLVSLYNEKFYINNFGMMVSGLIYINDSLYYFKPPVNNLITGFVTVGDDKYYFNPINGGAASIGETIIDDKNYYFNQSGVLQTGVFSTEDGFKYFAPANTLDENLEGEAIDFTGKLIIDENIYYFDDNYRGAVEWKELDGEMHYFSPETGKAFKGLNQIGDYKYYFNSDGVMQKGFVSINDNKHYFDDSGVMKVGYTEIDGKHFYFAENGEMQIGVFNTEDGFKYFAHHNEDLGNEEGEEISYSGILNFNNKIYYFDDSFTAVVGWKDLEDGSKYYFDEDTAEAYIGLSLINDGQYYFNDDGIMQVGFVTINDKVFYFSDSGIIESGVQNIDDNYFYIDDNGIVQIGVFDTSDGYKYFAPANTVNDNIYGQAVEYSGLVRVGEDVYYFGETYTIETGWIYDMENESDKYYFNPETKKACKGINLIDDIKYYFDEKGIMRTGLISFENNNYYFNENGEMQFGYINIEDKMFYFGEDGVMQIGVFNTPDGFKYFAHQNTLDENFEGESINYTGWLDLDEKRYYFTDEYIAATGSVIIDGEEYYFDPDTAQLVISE
PriA SSB inh = inhibitors of Klebsiella pneumoniae PriA binding to SSB C-terminal tail, primary screen, biochemical, AlphaScreen. PriA–SSB C-terminal tail interaction (Klebsiella pneumoniae). AlphaScreen SSBct-PriA binding, biotinylated peptide. inhibition, % at 33 µM. hit rate 0.6% among 430,000. AID 1272365, 2023; in the data active means inhibition mostly above about 37%, no sharp cut-off; inactive means mostly below about 20%;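 further: plate controls were negative control peptide for no effect and reference peptide for full effect; strong numbers were not always called active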
PfHsp40 rescue = rescue of yeast from PfHsp40 toxicity, primary screen, S. cerevisiae, ATP luminescence; hit rate 0.68% among 340,000; AID 504582, 2011; growth rescue, % at 12.5 µM; S. cerevisiae expressing PfHsp40, growth rescue; in the data active means growth rescue above about 28%, passing the limit was not always enough; inconclusive means no clear call, values can overlap the other calls;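 further: yeast W303a lacking pdr1 and pdr3 grown in galactose medium; growth measured after three days at 30 °C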
MazEF act = activators of E. coli MazEF toxin-antitoxin RNase, primary screen, biochemical, fluorescence, uHTS | activation, % at 20 µM | Endoribonuclease toxin MazF (Escherichia coli (strain K12)), P0AE70 | FAM/BHQ RNA-DNA oligo cleavage fluorescence, 5 h | hit rate 0.32% among 350,000; in the data active means activation above about 50%
DUSP3 inh = VHR1 phosphatase inhibitors, primary screen, biochemical, absorbance, uHTS; Dual specificity protein phosphatase 3 (Homo sapiens), P51452; recombinant VHR phosphatase, pNPP absorbance; inhibition, % at 13.3 µM; hit rate 0.52% among 290,000; in the data active means inhibition above about 50%; further: some compounds called inactive have numbers as strong as hits
BH1578 lux ind = inducers of Vibrio cholerae quorum light production without autoinducers, primary screen, BH1578 luxS cqsA deficient, single point. AID 588436, 2011. activation, % at 18.7 µM. hit rate 0.16% among 350,000. V. cholerae BH1578 lux reporter, luminescence, 6 h; in the data active means activation mostly above about 9.7%, no sharp cut-off; inconclusive means no clear call, values can overlap the other calls; inactive means mostly below about 3.7%; further: not every result past the cut was called active; inactives centre near 0; reference of the scale not given here
* = called active by the depositor; i = inactive; ? = inconclusive; . = no result given; & = joins results of further samples. This is a subset; the hit share may differ from the screen's.

1) NC(=O)c1cc(S(=O)(=O)N2CCCC2)ccc1OCCOc1ccccc1F
2) O=C(Nc1cccc(S(=O)(=O)N2CCCCCC2)c1)c1ccc(=O)[nH]c1
3) CCOC(=O)Cc1csc(NC(=O)COC(=O)/C=C/c2ccc(OC)cc2)n1
4) COC(=O)c1ccc(Cn2c(C)c(C(=O)NCc3ccc(Cl)c(Cl)c3)sc2=O)o1
5) Cc1cc(-c2nnc(SCc3cccnc3)o2)no1
6) Fc1ccc(Sc2ccccc2CNC2=NCCN2)cc1
7) CCO[C@@H]1OC(C(=O)N2CCN(C)CC2)=C[C@H](c2coc3ccccc3c2=O)[C@H]1CCCO
8) O=C(COc1cccc(F)c1)N1c2ccccc2Sc2ccccc21
9) COC(=O)C(CC(C)C)NC(=O)C(N)Cc1ccccc1 (stereo not given)
10) O=c1cc(CN2CCOCC2)c2cc(Cl)ccc2o1

assay / entry	1	2	3	4	5	6	7	8	9	10
MazEF act	8	3	-1	.	-1	5	4	-4	4	5
PriA SSB inh	-36	-3	-18	.	-1	-14	-10	10	-14	-9
Rv3671c inh	.	-17	-10	.	-7	1	3	4	-4	-4
BH1578 lux ind	-0.5	-1.5	-0.5	i	i	-0.3	-9.1	-0.5	1.8	i
Anthrax LF prot	-2	-10	.	-6	3	0	2	-10	-9	-4
PfHsp40 rescue	0.3	0.1	-1.3	.	-1.1	2.1	0.5	1.9	-0.8	-0.3
SARS 3CLpro inh	.	.	.	.	-3	4	-3	3	7	3
TcdB GH inh	0.2	1.1	0.1	-0.1	.	-1.1	-0.8	.	.	1.6
Yp Topo-I inh	39	5	-6	35	5	-2	0	-1	4	0
DUSP3 inh	.	.	.	.	14	-5	16	-5	-8	48

11) COc1ccccc1/C=C/CN1CCCC(CO)(CCc2ccccc2)C1 (stereo not given)
12) O=C(N/N=C/c1ccc(O)c(O)c1)c1ccc(-n2cnnn2)cc1
13) O=C(O)CCC1=C2c3ccccc3CCN2C(=O)CC1
14) CCc1cc(CNC(=O)CCc2nnc(Cc3cccc(C)c3)o2)on1
15) CCN(C(=O)COC(=O)c1ccc(Cl)c(N)c1)C1CCS(=O)(=O)C1 (stereo not given)
16) Cc1ccc(O)c(C(=O)CC(=O)c2cccc(F)c2)c1
17) COc1ccc2sc(-c3ccc(N(C)C)cc3)c(-c3ccc4cc[nH]c4c3)c2c1
18) CC(C)C[C@H](NC(=O)C1(c2ccccc2)CCN(C(=O)[C@H]2CSCN2C(=O)OC(C)(C)C)CC1)C(=O)O
19) CCn1c(CCCCc2n[nH]c(=S)n2CC)n[nH]c1=S
20) COc1ccc(C(=S)N2CCCC2)cc1

assay / entry	11	12	13	14	15	16	17	18	19	20
MazEF act	5	8	5	3	-2	1	-1	3	-2	-11
PriA SSB inh	-1	.	-4	-8	-8	9	-3	-12	-11	-2
Rv3671c inh	4	-6	1	1	2	3	6	0	-3	1
BH1578 lux ind	1.4	-5.9	-0.3	i	-0.9	15	-4.5	-0.8	-0.7	-2.2
Anthrax LF prot	-6	-4	2	3	-7	-4	-2	-5	-6	4
PfHsp40 rescue	-2.3	-0.6	-1.0	0.2	-1.6	?	0.1	-1.4	0.4	-1.7
SARS 3CLpro inh	2	.	-3	-3	0	-3	.	-8	3	5
TcdB GH inh	1.7	-1.2	.	1.8	1.0	.	-0.2	1.1	0.6	.
Yp Topo-I inh	17	3	-3	9	-9	-7	-27	3	1	0
DUSP3 inh	18	.	5	16	8	19	.	-17	-2	-14

21) O=C(O)/C=C/C(=O)Nc1ccc(Oc2ncnc3cc(Cl)ccc23)nc1
22) COc1ccc(/C=N/NC(=O)CSc2ccccc2)cc1OC
23) CCN(Cc1ccc(OC)c(COC)c1)CC1CCCN(CCc2cccc(OC)c2)C1 (stereo not given)
24) CN(c1ccccc1C(=O)N1CCCC1)S(C)(=O)=O
25) Cc1ccc(C2=[N+]([O-])C(C)(C)CC2)cc1
26) CC(C)(C)OC(=O)N1CCC(CNC(=O)Nc2ccccc2)CC1
27) COc1cccc(C#Cc2ccc3c(c2)O[C@H](CN(C)S(=O)(=O)c2ccccc2F)[C@H](C)CN([C@H](C)CO)S3(=O)=O)c1
28) CC(=O)Nc1c(-c2ccccc2)nc2cc(C)ccn12
29) CCOC(=O)C1=C(C)NC(=O)NC1c1ccoc1 (stereo not given)
30) CCn1c(=O)c2cc(C(=O)NCCN(C)C)sc2c2ccccc21

assay / entry	21	22	23	24	25	26	27	28	29	30
MazEF act	7	1	0	-2	3	0	0	-1	-11	6
PriA SSB inh	-5	.	-10	-7	-4	-6	.	-8	-6	-9
Rv3671c inh	-3	9	-2	-3	-1	0	.	2	7	1
BH1578 lux ind	.	-0.5	-0.9	-0.9	14	-0.2	-0.4	i	i	i
Anthrax LF prot	.	1	.	-7	-1	.	-5	-8	0	-1
PfHsp40 rescue	.	-0.9	0.7	1.4	-1.0	-0.4	.	-1.4	-1.3	-0.9
SARS 3CLpro inh	4	-4	-5	-6	1	4	.	-8	-2	-5
TcdB GH inh	.	.	0.5	.	.	1.0	-3.4&-0.1&-1.0	1.5	.	0.7
Yp Topo-I inh	.	-3	23	-6	-2	-4	11	3	-8	-1
DUSP3 inh	23	-2	54*	-10	-32	8	.	40	21	21

Some of the entries above, set out differently.
| item | Compound | MazEF act | PriA SSB inh | Rv3671c inh | BH1578 lux ind | Anthrax LF prot | PfHsp40 rescue | SARS 3CLpro inh | TcdB GH inh | Yp Topo-I inh | DUSP3 inh |
| --- | --- | --- | --- | --- | --- | --- | --- | --- | --- | --- | --- |
| 22 | COc1ccc(/C=N/NC(=O)CSc2ccccc2)cc1OC | 1 | . | 9 | -0.5 | 1 | -0.9 | -4 | . | -3 | -2 |
| 23 | CCN(Cc1ccc(OC)c(COC)c1)CC1CCCN(CCc2cccc(OC)c2)C1 (stereo not given) | 0 | -10 | -2 | -0.9 | . | 0.7 | -5 | 0.5 | 23 | 54* |
| 24 | CN(c1ccccc1C(=O)N1CCCC1)S(C)(=O)=O | -2 | -7 | -3 | -0.9 | -7 | 1.4 | -6 | . | -6 | -10 |
| 25 | Cc1ccc(C2=[N+]([O-])C(C)(C)CC2)cc1 | 3 | -4 | -1 | 14 | -1 | -1.0 | 1 | . | -2 | -32 |
| 26 | CC(C)(C)OC(=O)N1CCC(CNC(=O)Nc2ccccc2)CC1 | 0 | -6 | 0 | -0.2 | . | -0.4 | 4 | 1.0 | -4 | 8 |

Additional entries follow:
31) CCOc1ccc(Cl)cc1C(c1c(C)[nH][nH]c1=O)c1c(C)[nH][nH]c1=O
32) CS(=O)(=O)N1CCCC(C(=O)Nc2cccc(F)c2)C1 (stereo not given)
33) Cc1nc([N+](=O)[O-])c(C(=O)O)n1C
34) COc1cccc(Nc2nc(CC(C)=O)ns2)c1
35) CN(CC(=O)Nc1ccccc1Cl)C(=O)CSc1ncc(C(F)(F)F)cc1Cl
36) CCOc1ccc(S(=O)(=O)n2c(C)nc3ccccc32)cc1
37) Brc1ccc(-c2noc3c2-c2nc(-c4ccccc4)sc2CC3)cc1
38) CCOCCCn1c(NN)nc2ccccc2c1=O
39) O=C(NC1CCCCC1)c1ccc(NS(=O)(=O)c2cccc3cccnc23)cc1
40) CCOc1ccc(OCCC(=O)OC(C)C(=O)Nc2ccc(Cl)cn2)cc1 (stereo not given)

assay / entry	31	32	33	34	35	36	37	38	39	40
MazEF act	6	-23	5	0	2	3	2	6	22	-5
PriA SSB inh	-8	-6	-10	-14	-19	-16	-32	-12	-1	1
Rv3671c inh	.	-11	11	-7	-16	-6	-5	1	-7	.
BH1578 lux ind	i	-0.7	i	0.7	-0.6	-0.2	-4.5	-0.7	i	0.9
Anthrax LF prot	8	7	-1	1	0	-9	4	-7	-1	.
PfHsp40 rescue	-1.6	-0.2	1.0	3.2	0.6	-0.5	1.8	1.7	-1.0	1.9
SARS 3CLpro inh	-1	-2	-3	-3	3	5	.	0	3	.
TcdB GH inh	-0.6	1.1	0.2	.	.	-4.1	-0.3	-2.6	0.5	0.2
Yp Topo-I inh	-12	-5	8	-2	11	3	3	19	4	5
DUSP3 inh	-9	-14	0	9	0	8	.	20	-5	.

41) Cc1sc2ncnc(NCCCn3ccnc3)c2c1C
42) Cc1ccc(C(=O)OC(C)CN2C(C)CCCC2C)cc1 (stereo not given)
43) CCCS(=O)(=O)c1nc(S(=O)(=O)c2ccc(C)cc2)c(N2CCN(CC)CC2)s1
44) CN(C(=O)c1ccc2nc(N)sc2c1)c1ccccc1
45) Cc1ccc(CC(CC(=O)NCCc2ccc3c(c2)OCO3)C(=O)O)cc1 (stereo not given)
46) CCOC(=S)SCC(=O)Nc1ncc(C)s1
47) CCc1nc2c(OCCn3cccc3)cccn2c1N(C)C(=O)c1ccco1
48) C[C@H](O)CNC(=O)c1[nH]cnc1C(=O)Nc1cccc(Cl)c1
49) O=C(COc1ccc2ccccc2c1)Nc1cccnc1Cl
50) CCCCN(C)CCNC(=O)CCNC(=O)Cn1ccc2ccccc2c1=O

assay / entry	41	42	43	44	45	46	47	48	49	50
MazEF act	5	5	4	13	0	3	.	7	8	18
PriA SSB inh	-7	9	13	4	-20	-3	.	.	0	-6
Rv3671c inh	0	-7	4	-3	-3	-4	.	.	-6	-3
BH1578 lux ind	i	i	i	-0.4	-0.4	-0.6	3.0	-0.6	-1.8	-0.1
Anthrax LF prot	2	3	-1	-4	-5	-2	-4	-4	3	7
PfHsp40 rescue	0.3	0.0	-0.8	-1.4	0.1	2.2	.	.	0.7	0.8
SARS 3CLpro inh	-1	-2	1	-3	4	4	.	.	-1	1
TcdB GH inh	.	1.0	0.5	1.7	.	1.2	0.4	2.6	-0.3	0.4
Yp Topo-I inh	-5	-2	23	-11	2	4	3	-1	3	7
DUSP3 inh	4	28	18	32	-23	-1	.	.	-3	-2

51) CCOC(=O)c1cnc(-n2nc(C)cc2C)nc1NNc1nc(C)cc(C)n1
52) COc1ccc(NCc2nnc(SCC(=O)Nc3ccccc3OC)o2)cc1
53) COC(=O)C1=C(C(=O)OC)[C@@H]2Nc3ccccc3[C@@]23C[C@@H](C(=O)OC)N(C(=O)NC2CCCCC2)C3=N1
54) Nc1ccc2c(c1)C(=O)Cc1ccccc1S2
55) COc1ccc(C(=O)CCC(=O)N2CCN(c3ccc(N4CCOCC4)nn3)CC2)cc1
56) O=C(Nc1cccc(C(=O)N2CCCCC2)c1)c1ccccc1Br
57) CCCCOc1ccccc1C1C(C(=O)OC)=CN(CC)C=C1C(=O)OC
58) CC(C)(Oc1ccc(CCNC(=O)c2ccc(-c3ccc(Cl)cc3)o2)cc1)C(=O)O
59) O=C(Nc1nnc(-c2ccc3c(c2)OCCO3)o1)C1CCCCC1

assay / entry	51	52	53	54	55	56	57	58	59
MazEF act	8	-1	-3	0	1	-11	-1	-1	4
PriA SSB inh	-5	26	-2	2	-12	-5	-37	-5	1
Rv3671c inh	-14	-11	5	-6	14	-6	6	-7	-1
BH1578 lux ind	i	-0.5	.	-3.3	-0.2	i	i	i	.
Anthrax LF prot	-24	-8	.	-2	-7	-3	2	-8	5
PfHsp40 rescue	-1.3	-0.6	.	-0.2	0.0	1.2	-0.7	0.9	0.0
SARS 3CLpro inh	6	3	.	7	-1	-7	-8	5	-1
TcdB GH inh	-1.0	.	0.3	0.5	-0.2	-0.3	.	-0.2	1.8
Yp Topo-I inh	5	0	.	1	0	8	14	13	2
DUSP3 inh	10	19	.	5	29	-2	31	17	-26
